CAL PDZ FP-1 – untagged CAL PDZ binding inhibitors, primary screen, biochemical, fluorescence polarization, HTS. Golgi-associated PDZ and coiled-coil motif-containing protein (Homo sapiens), Q9HD26. purified CAL PDZ, TMR-peptide fluorescence polarization, 1 h. inhibition, % at 24.9 µM. 300,000 tested, 0.92% active. AID 602252, 2012;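 active means mean inhibition of at least 30% with at least half of replicates also reaching 30%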;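 further: 0% = DMSO neutral control and 100% = excess unlabeled competitor peptide PRC23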
LANA DNA inh – inhibitors of KSHV C-LANA binding to DNA, primary screen, biochemical, fluorescence polarization, FAM-LBS DNA, MBP-C-LANA, single point; 340,000 tested, 0.078% active; AID 504423, 2011; Kaposi's sarcoma herpesvirus LANA C-terminal domain (residues 932-1162) DNA binding; inhibition, % at 9 µM;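 active means highest replicate inhibition at or above 60% at 9 µM, even if other replicates fall short; inactive means all replicates below 60% inhibition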;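 further: 0% = neutral control wells and 100% = 4 µM acridine orange control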
CAL PDZ FP-2 – CAL PDZ peptide-binding inhibitors, primary screen, biochemical, fluorescence polarization, Cer-tagged CAL PDZ, HTS | AID 504414, 2011 | Golgi-associated PDZ and coiled-coil motif-containing protein (Homo sapiens), Q9HD26 | purified CAL PDZ, TMR-peptide fluorescence polarization, 1 h | inhibition, % at 20 µM | 330,000 tested, 0.02% active;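 active means highest replicate inhibition of at least 40%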;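 further: plate controls were DMSO neutral control wells for no effect and unlabeled competitor peptide control wells for full effect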
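material = purified tagged CAL PDZ domain construct (CerCALP) | compound dosing = 20 µM, one dose | times = 1 h at RT | measured by = fluorescence polarization from S- and P-plane intensities, G-factor corrected | read-out = inhibition from polarization loss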
Rtt109 Vps75 – inhibitors of C. albicans Rtt109/Vps75 HAT, primary screen, biochemical, ThioGlo CoA-SH fluorescence, plate reader; inhibition, % at 34.9 µM; Histone acetyltransferase RTT109 (Candida albicans (strain SC5314 / ATCC MYA-2876)), …; 330,000 tested, 0.16% active; purified Rtt109/Vps75, 4 h; AID 540336, 2011;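 active means inhibition of at least 50% in every replicate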
SR-BI uptake up – activators of SR-BI mediated DiI-HDL uptake, primary screen, ldlA[mSR-BI] CHO cells, DiI fluorescence; 3 h; 100 = double the neutral-control signal; 320,000 tested, 0.096% active; activation, % at 12.5 µM;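 active means mean replicate activation of at least 60% and every replicate at or above 60%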;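 further: 0% = median plate neutral-control signal and 100% = twice that signal; values of inactives mirror those of a sister screen read the other way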
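System: LDL receptor-deficient CHO ldlA cells overexpressing murine SR-BI | Timing: 3 h uptake period with compound, 37 °C | Medium: HEPES-buffered (25 mM, pH 7.4) F12 plus 0.5% BSA | Dosing: Single-point compound dose | Signal: Bottom-read fluorescence, 550/595 nm | Read-out: Retained DiI signal reflecting DiI-HDL uptake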
DAGLB inh – DAGLB lipase inhibitors, primary screen, biochemical, fluorescence, HTS; HEK293T DAGLB membrane lysate, EnzChek fluorogenic substrate; inhibition, % at 5.17 µM; 340,000 tested, 0.059% active; AID 504411, 2011; in the data active means inhibition above about 34%;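 further: 0% = enzyme with vehicle and 100% = wells lacking enzyme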
PKA-R2B activ – activators of PKA-R2B holoenzyme, primary screen, biochemical, fluorescence polarization, Cy5-IP20, human. activation, % at 11.4 µM. 340,000 tested, 0.079% active. PKA-R2B holoenzyme dissociation; R2B truncated from residue 108, S112A mutant; 0% DMSO only, 100% 113 µM cGMP. cAMP-dependent protein kinase catalytic subunit beta (Homo sapiens) + cAMP-dependent …;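 active means activation above a cutoff set at the mean over all compounds plus 3 SD, cut at about 18% in these data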;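 further: higher means more holoenzyme dissociation and a rise in polarization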
Target sequence (P31323 whole entry, looked up, other chains not shown, the tested form may be a part): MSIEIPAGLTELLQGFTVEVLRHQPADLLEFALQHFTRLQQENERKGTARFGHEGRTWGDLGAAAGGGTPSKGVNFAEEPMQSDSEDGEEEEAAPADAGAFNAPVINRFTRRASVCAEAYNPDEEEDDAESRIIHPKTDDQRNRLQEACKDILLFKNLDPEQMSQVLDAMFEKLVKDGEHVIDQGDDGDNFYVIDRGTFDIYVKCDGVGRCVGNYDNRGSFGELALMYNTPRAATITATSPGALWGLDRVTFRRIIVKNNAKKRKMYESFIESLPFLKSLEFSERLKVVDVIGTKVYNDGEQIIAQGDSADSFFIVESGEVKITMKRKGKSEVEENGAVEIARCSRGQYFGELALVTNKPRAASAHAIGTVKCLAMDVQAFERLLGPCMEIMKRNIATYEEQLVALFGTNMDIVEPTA
Cardiac RTF inh – cardiac RTF calcium sensitivity inhibitors, primary screen, biochemical, IANBD-TnC fluorescence, EC70 calcium; inhibition, % at 7.15 µM; IANBD-labeled cardiac RTF, Ca2+ fluorescence; Troponin I, cardiac muscle (Homo sapiens) + Troponin T, cardiac muscle (Homo sapiens) + …; 340,000 tested, 0.12% active;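 active means inhibition above the mean inhibition of all tested compounds plus 3 SD, cut at about 17% in these data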;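 further: assay run at fixed EC70 calcium of 1.6 mM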
Keap1-Nrf2 PPI – Keap1-Nrf2 protein-protein interaction inhibitors, primary screen, biochemical, fluorescence polarization, single point | Kelch-like ECH-associated protein 1 (Homo sapiens), Q14145 | Keap1 Kelch-Nrf2 peptide fluorescence polarization, 1536-well | inhibition, % at 9.4 µM | 340,000 tested, 0.15% active; in the data active means inhibition above about 12%;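 further: human Keap1 Kelch domain with fluorescein labeled Nrf2 9mer peptide probe; 0% = neutral control wells and 100% = peptide positive control; higher means more block of Keap1 binding to Nrf2 peptide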
Target sequence (Q14145 whole entry, looked up, the tested form may be a part): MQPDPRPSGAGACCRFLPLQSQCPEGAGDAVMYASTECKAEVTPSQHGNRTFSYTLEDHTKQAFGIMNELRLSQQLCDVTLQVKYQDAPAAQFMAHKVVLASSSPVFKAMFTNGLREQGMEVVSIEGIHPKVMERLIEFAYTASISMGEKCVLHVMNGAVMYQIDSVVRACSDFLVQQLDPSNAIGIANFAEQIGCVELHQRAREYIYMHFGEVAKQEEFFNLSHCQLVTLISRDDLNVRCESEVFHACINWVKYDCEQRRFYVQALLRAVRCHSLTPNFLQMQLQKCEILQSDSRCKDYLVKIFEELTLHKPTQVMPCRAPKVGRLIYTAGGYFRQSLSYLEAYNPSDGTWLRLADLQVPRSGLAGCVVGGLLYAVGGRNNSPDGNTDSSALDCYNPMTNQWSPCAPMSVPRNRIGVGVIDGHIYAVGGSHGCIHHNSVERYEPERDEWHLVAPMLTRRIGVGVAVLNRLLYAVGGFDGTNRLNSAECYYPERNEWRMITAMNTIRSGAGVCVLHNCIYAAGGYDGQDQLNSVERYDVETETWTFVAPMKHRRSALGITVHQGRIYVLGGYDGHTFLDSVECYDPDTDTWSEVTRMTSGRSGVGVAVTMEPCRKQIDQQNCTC
cardiac RTF act – cardiac RTF calcium sensitivity activators, primary screen, biochemical, IANBD-TnC fluorescence, EC20 calcium; Troponin I, cardiac muscle (Homo sapiens) + Troponin T, cardiac muscle (Homo sapiens) + …; IANBD-labeled TnC RTF fluorescence at EC20 calcium; 0% EC20 calcium, 100% full calcium; activation, % at 7.2 µM; 340,000 tested, 0.24% active;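 active means activation above the mean over all tested compounds plus 3 SD, cut at about 30% in these data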;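 further: rise in fluorescence read as greater calcium sensitivity of cardiac thin filaments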
* = called active by the depositor; x = not tested or not shown. Rows are unselected; about 1.6% have a hit in one of these screens.

SMILES	CAL PDZ FP-1	LANA DNA inh	CAL PDZ FP-2	Rtt109 Vps75	SR-BI uptake up	DAGLB inh	PKA-R2B activ	Cardiac RTF inh	Keap1-Nrf2 PPI	cardiac RTF act
Nc1nnnn1/N=C/c1cccs1	x	-1.5	-1.8	-2.2	3.6	0.7	0.5	0.2	0.2	4.5
CC(C)Sc1n[nH]c(=O)n1-c1ccccc1	x	2.4	-0.4	-0.2	-6.4	1.1	10.0	2.0	-2.6	3.3
N#Cc1c(SCC(=O)Nc2ccccc2C(F)(F)F)sc2c(O)cc(=O)[nH]c12	x	0.6	-1.2	-12.6	x	7.4	1.9	-9.2	-1.2	-6.2
Cc1cccc2sc(N3CCN(C(=O)C4COc5ccccc5O4)CC3)nc12 (stereo not given)	-3.8	-0.1	-1.1	15.3	-1.6	-12.8	-5.4	-3.1	-3.4	-14.7
CCC(=O)N1CCc2cc(Br)cc(S(=O)(=O)NCCN3CCCCC3CC)c21 (stereo not given)	7.7	0.6	x	0.8	-37.9	1.4	-7.7	-5.8	0.8	9.3
O=C(CC(Nc1ccccc1)c1ccccc1)C1CC1 (stereo not given)	7.9	0.2	5.8	-6.6	5.4	1.0	-1.8	-2.7	3.8	2.8
NC(=O)C1CCCN1S(=O)(=O)c1ccc2ccccc2c1 (stereo not given)	-0.8	-1.1	-2.7	10.2	18.1	-5.6	-10.4	-4.8	8.1	0.5
CCCCNC(=O)CN1C(=O)COc2ccc(S(=O)(=O)N3CCCCCC3)cc21	-5.2	1.0	-1.5	-19.2	22.3	3.1	4.1	-13.2	-1.8	-6.4
Nc1nnc(-c2ccc([N+](=O)[O-])o2)s1	-2.2	-1.9	-6.9	-4.8	-7.4	3.8	-6.9	-12.8	-3.7	7.7
COc1cccc(CN2CCNC(=O)C2CC(=O)NC2Cc3ccccc3C2)c1 (stereo not given)	7.5	-0.9	-0.1	-2.4	7.1	2.5	-7.7	1.5	-4.9	-4.7
Cc1c(C(=O)NCc2ccc3c(c2)OCO3)oc2ccc(Br)cc12	0.3	-1.1	-2.1	-1.0	2.8	-4.2	-5.4	-5.5	-5.1	2.4
O=C1CCc2cc(S(=O)(=O)N3CCN(c4ccccc4F)CC3)ccc2N1	1.0	-0.1	-1.9	14.2	11.6	5.3	-7.3	-2.2	-4.1	-2.6
O=c1c([N+](=O)[O-])cccn1Cc1ccccc1Cl	-4.7	0.0	-1.0	7.3	13.9	0.9	-9.2	-4.0	5.2	-1.5
CC(C)C(c1nnnn1Cc1ccco1)N1CCN(c2cccc(Cl)c2)CC1 (stereo not given)	1.3	-0.3	-1.3	-5.1	-44.5	-6.5	-18.7	-3.5	-6.9	9.3
Cc1ccc(S(=O)(=O)N2CCCN(c3nc4cc(C)ccc4cc3C#N)CC2)cc1	-1.7	2.4	-3.5	22.0	14.1	-0.2	2.8	-0.9	-4.8	4.1
Cc1ccc(CSc2nnc(NC(=O)C3=COCCO3)s2)cc1	-1.9	1.0	0.1	3.3	7.1	-1.8	1.6	-2.2	-4.8	-2.1
C/C=C/C1=CC(=O)C[C@H](c2ccc(Cl)cc2)C1	-3.1	0.3	0.4	-2.8	-14.2	-0.1	-11.0	-9.7	4.2	-3.2
Cc1cccc(C)c1NC(=O)CN(C)C(=O)c1ccc(N2C(=O)CCC2=O)cc1	-0.5	-0.8	-1.0	-10.6	6.0	0.9	-5.6	-16.6	-2.8	2.5
Cc1ccc(OCc2ccc(C(=O)O)o2)c([N+](=O)[O-])c1	-0.2	-0.2	-1.4	0.6	10.0	0.9	4.7	-3.4	-1.2	0.0
Cc1ccc(CNC(=O)C(=O)NCCC2CCCCN2S(=O)(=O)c2ccc(C)cc2)cc1 (stereo not given)	-3.8	-1.2	-0.8	-0.7	-6.7	-6.2	0.8	12.9	-0.4	4.1
O=C(O)c1ccc(-c2nnc(-c3cccc(Br)c3)o2)cc1	-2.9	-10.8	-1.7	-4.2	-2.3	3.1	-0.1	2.1	-1.5	4.5
CC(=O)Nc1ccc(S(=O)(=O)Nc2ccccc2C(=O)N2CCCCC2)cc1	-5.6	-1.5	-1.5	-4.5	6.2	1.0	6.7	11.3	-6.1	-0.6
O=C(Nc1nc2c(Cl)c(Cl)ccc2s1)C1CC1	x	-0.8	-0.4	9.7	15.3	-7.2	7.2	-7.6	-0.1	3.8
OCCC#Cc1ccc(CN2CCN(C3CCCCC3)C(CCO)C2)cc1 (stereo not given)	4.7	0.8	-0.1	10.3	-2.3	-0.1	-1.2	1.6	0.0	-3.7
Cc1onc(-c2c(Cl)cccc2Cl)c1NC(=O)N1CCSCC1	1.0	-0.4	-1.2	-4.2	10.5	-0.1	6.0	-6.7	7.6	4.2
Cc1nc(-c2cccnc2)sc1C(=O)Nc1ccc(F)cc1F	-3.8	0.2	-1.3	-11.1	-6.6	3.0	-7.2	-3.1	3.4	-1.3
CCCCCCOC(=O)c1ccc(N)cc1	-1.5	-1.5	-1.3	-2.0	8.6	-4.8	-3.8	3.1	-0.3	-4.0
O=C(CSc1nc2cc(Cl)ccc2s1)NCc1ccc2c(c1)OCO2	0.0	-1.3	0.0	-0.5	24.9	0.2	-16.9	-8.4	-2.1	5.6
CCOC(=O)C1=C(CS(=O)(=O)c2ccc(F)c(C)c2)NC(=O)NC1c1ccc(O)c(O)c1 (stereo not given)	x	0.0	0.4	3.7	29.2	2.9	-8.1	-0.5	4.9	-2.6
Cc1ccc(/C=C2\SC(=S)N(NS(=O)(=O)c3ccc(C)cc3)C2=O)cc1	-10.3	0.2	-3.5	-5.2	24.1	20.1	-0.6	4.8	0.2	-4.5
NCCC(=O)NC[C@H]1O[C@@H](n2cnc3c(N)ncnc32)[C@H](O)[C@@H]1O	-3.6	-0.3	-0.8	2.6	-1.2	0.3	0.0	-2.9	0.3	-5.4
NC1=NC(=O)C2(COC(c3ccncc3)OC2)S1 (stereo not given)	6.2	1.0	-1.0	x	-8.7	0.1	-6.9	-5.6	1.6	-1.0
CCCc1cc(C(=O)OC)c(NC(=O)CCCC(=O)O)s1	0.4	-1.7	-3.0	-6.5	15.2	-0.7	-0.1	0.2	-1.3	-0.1
Cc1ccn2cc(-c3cccc(NC(=O)CCC(=O)O)c3)nc2c1	-7.5	0.0	-1.7	-15.0	7.3	-3.2	0.8	6.7	3.2	4.6
Cn1ccnc1Sc1nnnn1-c1ccccc1	-4.2	-0.8	0.3	-15.3	22.0	0.5	-1.5	-6.4	-5.6	5.9
Cc1sc(NC(=O)Cn2cnnn2)nc1-c1ccc(Cl)cc1	1.3	-1.4	-1.7	-6.2	-10.3	-1.5	2.8	15.9	2.3	-1.9
CC1(C)Cc2c(sc(NC(=O)C(=O)N3CCCCC3)c2C(N)=O)CO1	-0.9	-0.6	-1.7	-3.9	-5.9	3.7	0.7	-2.8	-1.8	2.1
O=C(CCS(=O)(=O)c1ccccc1)Nc1ccc2c(c1)OCO2	4.5	2.1	-3.0	13.7	-3.6	-0.3	-13.7	-0.8	-2.0	-0.8
O=C(CNC(=S)N(CCCN1CCOCC1)Cc1cccs1)NC1CCCCC1	1.9	-0.8	-0.2	7.7	4.5	-1.3	-7.8	-4.7	2.3	0.4
Cc1ccc(S(=O)(=O)N2CCC(C(=O)N3CCC(C(=O)NCC4CCCO4)CC3)CC2)cc1 (stereo not given)	-1.8	-2.1	-2.8	3.3	6.8	1.3	-1.5	0.0	-4.4	-3.3
CC(=O)OCCNc1cc(SC(C)C)c2nonc2c1[N+](=O)[O-]	-0.8	-3.2	-0.9	3.3	5.8	2.3	-4.8	-2.5	-4.5	7.2
Cc1ccc(S(=O)(=O)N2CCN(CCc3ccncc3)CC2)cc1	x	-0.9	-0.2	4.9	16.1	-0.9	-8.8	11.3	-0.1	-3.4

Five of the compounds above, bar-delimited:
molecule | CAL PDZ FP-1 | LANA DNA inh | CAL PDZ FP-2 | Rtt109 Vps75 | SR-BI uptake up | DAGLB inh | PKA-R2B activ | Cardiac RTF inh | Keap1-Nrf2 PPI | cardiac RTF act
O=C(CCS(=O)(=O)c1ccccc1)Nc1ccc2c(c1)OCO2 | 4.5 | 2.1 | -3.0 | 13.7 | -3.6 | -0.3 | -13.7 | -0.8 | -2.0 | -0.8
NC1=NC(=O)C2(COC(c3ccncc3)OC2)S1 (stereo not given) | 6.2 | 1.0 | -1.0 | x | -8.7 | 0.1 | -6.9 | -5.6 | 1.6 | -1.0
Cc1ccn2cc(-c3cccc(NC(=O)CCC(=O)O)c3)nc2c1 | -7.5 | 0.0 | -1.7 | -15.0 | 7.3 | -3.2 | 0.8 | 6.7 | 3.2 | 4.6
CCCc1cc(C(=O)OC)c(NC(=O)CCCC(=O)O)s1 | 0.4 | -1.7 | -3.0 | -6.5 | 15.2 | -0.7 | -0.1 | 0.2 | -1.3 | -0.1
Cc1ccc(S(=O)(=O)N2CCC(C(=O)N3CCC(C(=O)NCC4CCCO4)CC3)CC2)cc1 (stereo not given) | -1.8 | -2.1 | -2.8 | 3.3 | 6.8 | 1.3 | -1.5 | 0.0 | -4.4 | -3.3

3 entries from above, bar-delimited:
Structure | CAL PDZ FP-1 | LANA DNA inh | CAL PDZ FP-2 | Rtt109 Vps75 | SR-BI uptake up | DAGLB inh | PKA-R2B activ | Cardiac RTF inh | Keap1-Nrf2 PPI | cardiac RTF act
NC(=O)C1CCCN1S(=O)(=O)c1ccc2ccccc2c1 (stereo not given) | -0.8 | -1.1 | -2.7 | 10.2 | 18.1 | -5.6 | -10.4 | -4.8 | 8.1 | 0.5
CCCCNC(=O)CN1C(=O)COc2ccc(S(=O)(=O)N3CCCCCC3)cc21 | -5.2 | 1.0 | -1.5 | -19.2 | 22.3 | 3.1 | 4.1 | -13.2 | -1.8 | -6.4
Nc1nnc(-c2ccc([N+](=O)[O-])o2)s1 | -2.2 | -1.9 | -6.9 | -4.8 | -7.4 | 3.8 | -6.9 | -12.8 | -3.7 | 7.7

Screens from PubChem BioAssay.
